# Screening data deposited in PubChem BioAssay by Broad Institute.
# IDH1 mut inh = inhibitors of IDH1 R132H reductase, primary screen, biochemical, plate reader, single point | inhibition, % at 10 µM | AID 624101, 2012 | diaphorase/resazurin fluorescence, 60 min | 0.18% of 70,000 active; in the data active = inhibition above about 34%;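 note: 0% = DMSO and 100% = no enzyme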
# Target sequence (O75874 whole entry R132H): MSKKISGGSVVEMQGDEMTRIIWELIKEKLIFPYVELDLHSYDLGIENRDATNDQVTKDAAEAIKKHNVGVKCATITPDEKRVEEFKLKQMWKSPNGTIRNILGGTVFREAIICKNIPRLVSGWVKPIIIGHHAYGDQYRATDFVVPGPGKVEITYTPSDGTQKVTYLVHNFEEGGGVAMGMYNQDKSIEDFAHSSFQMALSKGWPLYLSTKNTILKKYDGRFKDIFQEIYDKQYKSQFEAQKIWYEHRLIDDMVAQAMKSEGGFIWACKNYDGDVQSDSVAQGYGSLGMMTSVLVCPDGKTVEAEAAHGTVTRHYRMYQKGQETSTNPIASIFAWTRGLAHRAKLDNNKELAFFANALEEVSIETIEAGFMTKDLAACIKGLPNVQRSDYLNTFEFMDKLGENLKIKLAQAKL
# PRC2 inh = EZH2/PRC2 methyltransferase inhibitors, primary screen, biochemical, DELFIA time-resolved fluorescence, single point | Histone-lysine N-methyltransferase EZH2 (Homo sapiens), Q15910 | PRC2 H3K27 methylation, DELFIA TRF, 1 h | inhibition, % at 12.5 µM | 0.35% of 57,000 active | AID 651548, 2012;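 active = mean inhibition of replicates at least 50% and every single replicate also reaching 50%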;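 note: dimethyl H3K27 on biotinylated H3 21-44 peptide detected by antibody; plate controls were median neutral control wells for no effect and median positive control wells for full effect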
# Starred values were filed as active, the others as inactive; nt = no result given.
SMILES,IDH1 mut inh,PRC2 inh
C/C=C/c1ccc2c(c1)O[C@@H](CN(C)C(=O)Nc1cccc(F)c1)[C@H](C)CN([C@@H](C)CO)S2(=O)=O,0.4,-9.6
Cc1c(Br)c([N+](=O)[O-])nn1C(C)C(=O)NCC1CCCO1 (stereo not drawn),-0.6,-5.5
C[C@@H]1CCCCO[C@H](CN(C)CC2CCCCC2)[C@H](C)CN([C@H](C)CO)C(=O)c2cc(NS(=O)(=O)c3cccs3)ccc2O1,2.7,nt
CC1CCc2c(sc3ncn(CC(=O)Nc4ccccc4C(F)(F)F)c(=O)c23)C1 (stereo not drawn),0.4,-7.0
C[C@H]1CN([C@@H](C)CO)S(=O)(=O)c2ccc(C#Cc3ccccc3)cc2O[C@H]1CN(C)C(=O)Nc1ccccc1,0.4,nt
COc1ccccc1CNC(=O)C[C@@H]1C[C@@H]2c3cc(NC(=O)CN(C)C)ccc3O[C@@H]2[C@H](CO)O1,-0.4,1.9
C[C@H](CO)N1C[C@H](C)[C@@H](CN(C)Cc2ccc(C(F)(F)F)cc2)Oc2c(NC(=O)CCCCCC(=O)Nc3ccccc3N)cccc2C1=O,nt,-21.7
COc1ccccc1NC(=O)N[C@H]1CC[C@H](CCn2cc(C3(O)CCCC3)nn2)O[C@@H]1CO,-0.7,4.0
O=C(OCc1ccc(-c2cccc(Cl)c2Cl)o1)c1cccnc1,0.6,nt
CO[C@H]1CN(C)C(=O)c2ccc(NC(=O)Nc3cc(F)ccc3F)cc2OC[C@H](C)N(C)C[C@H]1C,-0.1,-4.3
CC1(C)Oc2ccc3ccc(=O)oc3c2CC1O (stereo not drawn),0.9,nt
CCCC(=O)Nc1ccc2c(c1)C(=O)N(C)C[C@H](OC)[C@@H](C)CN(C)[C@@H](C)CO2,0.0,3.9
CCCC(=O)Nc1ccc2c(c1)C(=O)N(C)C[C@H](OC)[C@H](C)CN(C(=O)c1ccncc1)[C@@H](C)CO2,0.2,1.1
Cc1cccc(S(=O)(=O)N(C)C[C@@H]2OCc3ccccc3-c3c(n(C)c4ccccc34)C(=O)N([C@@H](C)CO)C[C@H]2C)c1,nt,-85.0
CNC[C@H]1Oc2ccc(NS(=O)(=O)c3cccs3)cc2CC(=O)N([C@H](C)CO)C[C@H]1C,1.9,nt
CO[C@H]1CN(C)C(=O)c2ccc(NC(=O)Nc3ccccc3)cc2OC[C@H](C)NC[C@H]1C,-0.6,-12.8
C[C@@H]1CN([C@@H](C)CO)C(=O)c2cccc(NS(C)(=O)=O)c2O[C@@H]1CN(C)S(C)(=O)=O,1.3,nt
C[C@@H]1CN([C@@H](C)CO)S(=O)(=O)c2ccc(C#Cc3ccncc3)cc2O[C@@H]1CN(C)C(=O)C1CCCCC1,2.6,-20.8
OC(CNC1CCCC1)Cn1c2ccccc2c2ccccc21 (stereo not drawn),0.2,1.3
CO[C@H]1O[C@H](CO)[C@@H](OC(=O)Nc2cccc(F)c2)[C@H](OC(=O)Nc2ccc3c(c2)OCO3)[C@H]1OC(=O)Nc1ccc2c(c1)OCO2,nt,-4.6
C[C@@H]1CN([C@H](C)CO)C(=O)c2cc(NC(=O)Nc3cccc4ccccc34)ccc2O[C@H]1CN(C)S(=O)(=O)c1ccc(F)cc1,1.7,nt
COCC(=O)N1C[C@@H](C)[C@@H](OC)CN(C)C(=O)c2ccc(NC(=O)Nc3ccccc3)cc2OC[C@@H]1C,0.3,-0.2
C[C@@H]1CN([C@@H](C)CO)C(=O)c2cc(NC(=O)Cc3ccccc3)ccc2O[C@@H](C)CCCCO[C@H]1CN(C)C(=O)Nc1ccccc1,-0.9,nt
CCCC#Cc1cnc2c(c1)C(=O)N([C@@H](C)CO)C[C@@H](C)[C@@H](CN(C)C(=O)Cc1ccccc1)O2,0.1,nt
C[C@H](CO)N1C[C@H](C)[C@@H](CN(C)CC2CC2)Oc2c(NC(=O)C3CC3)cccc2C1=O,3.4,10.5
C[C@H](CO)N1C[C@H](C)[C@@H](CN(C)C(=O)NC2CCCCC2)Oc2c(NC(=O)Nc3ccc(C(F)(F)F)cc3)cccc2C1=O,0.0,-13.2
C[C@H](NC(=O)C[C@H]1C[C@H]2c3cc(NS(C)(=O)=O)ccc3O[C@H]2[C@H](CO)O1)c1ccccc1,-0.1,-1.0
CS(=O)(=O)Nc1ccc2c(c1)[C@@H]1C[C@H](CC(=O)NCc3ccncc3)O[C@H](CO)[C@@H]1O2,0.2,15.2
COc1ccc(S(=O)(=O)N(C)C[C@@H]2Oc3ccc(NS(=O)(=O)c4ccccc4)cc3CC(=O)N([C@H](C)CO)C[C@H]2C)cc1,-1.6,nt
C[C@@H]1O[C@@H](O[C@@H]2[C@@H](O)[C@H](OC(=O)[C@]34CCC(C)(C)CC3C3=CCC5[C@@]6(C)CC[C@H](OC7OC(CO)C(OC8OCC(O)C(O)C8O)C(O)C7O)C(C)(C)C6CC[C@@]5(C)[C@]3(C)CC4O)O[C@H]2CO)[C@H](O)[C@H](O)[C@H]1O[C@H]1OC[C@](O)(CO)[C@H]1O (stereo partly drawn),0.5,nt

# Given with tabs: entries from further up.
Compound	IDH1 mut inh	PRC2 inh
CO[C@H]1CN(C)C(=O)c2ccc(NC(=O)Nc3cc(F)ccc3F)cc2OC[C@H](C)N(C)C[C@H]1C	-0.1	-4.3
CC1(C)Oc2ccc3ccc(=O)oc3c2CC1O (stereo not drawn)	0.9	nt
CCCC(=O)Nc1ccc2c(c1)C(=O)N(C)C[C@H](OC)[C@@H](C)CN(C)[C@@H](C)CO2	0.0	3.9
CCCC(=O)Nc1ccc2c(c1)C(=O)N(C)C[C@H](OC)[C@H](C)CN(C(=O)c1ccncc1)[C@@H](C)CO2	0.2	1.1
Cc1cccc(S(=O)(=O)N(C)C[C@@H]2OCc3ccccc3-c3c(n(C)c4ccccc34)C(=O)N([C@@H](C)CO)C[C@H]2C)c1	nt	-85.0

# Additional records
SMILES,IDH1 mut inh,PRC2 inh
C[C@@H]1CN([C@@H](C)CO)C(=O)c2cccc(NS(=O)(=O)c3ccc(F)cc3)c2O[C@H]1CN(C)Cc1ccc(-c2ccccc2)cc1,1.8,nt
CCOC(=O)CSc1nnc(-c2ccc(OC)cc2)n1-c1ccccc1C,-0.3,5.9
COc1ccc(S(=O)(=O)NCc2ccco2)c(Cl)c1Cl,-0.2,-1.2
CCS(=O)(=O)N[C@H]1CC[C@H](CC(=O)Nc2ccc(-c3ccccc3)cc2)O[C@H]1CO,-0.2,9.9
Cc1ccc(-c2cnc3c(c2)C(=O)N([C@H](C)CO)C[C@@H](C)[C@@H](CN(C)C(=O)c2ccc(F)cc2)O3)cc1,-0.8,8.1
C[C@H]1CN([C@@H](C)CO)C(=O)c2cccc(NS(=O)(=O)c3ccc(F)cc3)c2O[C@H]1CN(C)Cc1ccc2c(c1)OCO2,0.7,-2.6
Cc1ccc(S(=O)(=O)Nc2ccc3c(c2)CC(=O)N([C@@H](C)CO)C[C@H](C)[C@H](CN(C)S(=O)(=O)c2cccs2)O3)cc1,0.1,nt
Cc1noc(C)c1NC(=O)N(C)C[C@H]1Oc2ccc(NC(=O)NC(C)C)cc2CC(=O)N([C@@H](C)CO)C[C@@H]1C,-1.0,nt
COc1ccc(S(=O)(=O)N(C)C[C@H]2Oc3ccc(NC(=O)CCCCCC(=O)Nc4ccccc4N)cc3CC(=O)N([C@H](C)CO)C[C@@H]2C)cc1,-0.3,nt
C=CC(C)(O)CC/C=C(\C)C(=O)OCC1CCC2C(C(=O)O)=COC(OC3OC(CO)C(O)C(O)C3O)C12 (stereo not drawn),-0.1,0.0
Cc1noc(C)c1NC(=O)Nc1ccc2c(c1)CC(=O)N([C@H](C)CO)C[C@@H](C)[C@@H](CN(C)Cc1ccc(Cl)c(Cl)c1)O2,nt,-8.7
O=C(N/N=C/c1ccc(O)cc1O)c1ccccn1,-0.2,-3.3
C[C@H]1CN([C@@H](C)CO)C(=O)CCCn2cc(nn2)CO[C@@H]1CN(C)C(=O)C1CC1,-1.8,-0.7
C[C@@H]1CN([C@H](C)CO)C(=O)Cc2cc(NC(=O)CCCCCC(=O)Nc3ccccc3N)ccc2O[C@@H]1CN(C)C(=O)Nc1cccc2ccccc12,-0.1,-8.3
C[C@@H]1CN([C@@H](C)CO)C(=O)c2cc(C#Cc3cccnc3)cnc2O[C@H]1CN(C)C,0.0,3.8

# Next section (five carried over from the part before).
SMILES,IDH1 mut inh,PRC2 inh
Cc1noc(C)c1NC(=O)Nc1ccc2c(c1)CC(=O)N([C@H](C)CO)C[C@@H](C)[C@@H](CN(C)Cc1ccc(Cl)c(Cl)c1)O2,nt,-8.7
O=C(N/N=C/c1ccc(O)cc1O)c1ccccn1,-0.2,-3.3
C[C@H]1CN([C@@H](C)CO)C(=O)CCCn2cc(nn2)CO[C@@H]1CN(C)C(=O)C1CC1,-1.8,-0.7
C[C@@H]1CN([C@H](C)CO)C(=O)Cc2cc(NC(=O)CCCCCC(=O)Nc3ccccc3N)ccc2O[C@@H]1CN(C)C(=O)Nc1cccc2ccccc12,-0.1,-8.3
C[C@@H]1CN([C@@H](C)CO)C(=O)c2cc(C#Cc3cccnc3)cnc2O[C@H]1CN(C)C,0.0,3.8
C[C@H](CO)N1C[C@H](C)[C@@H](CN(C)S(=O)(=O)c2ccccc2)Oc2ccc(NC(=O)Cc3cn(C)c4ccccc34)cc2C1=O,-21.4,-9.0
COc1ccc(NC(=O)CN(C)S(=O)(=O)c2ccc(F)cc2)cc1OC,0.4,3.5
C[C@@H]1CN([C@@H](C)CO)C(=O)c2cc(-c3cccc(C#N)c3)cnc2O[C@H]1CN(C)Cc1ccccc1,0.3,nt
C[C@H](CO)N1C[C@H](C)[C@H](CN(C)C(=O)CCCN(C)C)OCCCC[C@H](C)Oc2ccc(NS(=O)(=O)c3cn(C)cn3)cc2C1=O,2.7,nt
COc1ccccc1S(=O)(=O)N[C@H]1CC[C@H](CC(=O)NCc2cccc(F)c2)O[C@H]1CO,-0.4,-4.1
C[C@@H]1CCCCO[C@@H](CN(C)C(=O)CCC(F)(F)F)[C@@H](C)CN([C@H](C)CO)C(=O)c2cc(NC(=O)C3CCCCC3)ccc2O1,0.6,nt
COCC(=O)N1C[C@@H](C)[C@@H](OC)CN(C)C(=O)c2ccc(NC(=O)Nc3cccc(F)c3)cc2OC[C@@H]1C,0.4,-13.7
COc1ccc(NC(=O)N(C)C[C@H]2Oc3ccc(NC(=O)Cc4cn(C)c5ccccc45)cc3CC(=O)N([C@H](C)CO)C[C@@H]2C)cc1,-11.9,nt
O=C(C[C@@H]1CC[C@@H](NC(=O)Nc2ccccc2)[C@@H](CO)O1)NCc1ccccn1,0.1,1.5
C[C@H]1CCCCO[C@H](CN(C)C(=O)NC2CCCCC2)[C@@H](C)CN([C@@H](C)CO)C(=O)c2cc(NS(C)(=O)=O)ccc2O1,2.8,nt
COc1ccccc1NC(=O)N(C)C[C@H]1OCc2ccccc2-c2c(n(C)c3ccccc23)C(=O)N([C@H](C)CO)C[C@H]1C,nt,-10.8
COC(=O)c1cccc(NC(=O)COc2ccc(I)cc2)c1,0.5,14.5
O=C(Nc1ccc2c(c1)[C@@H]1C[C@@H](CC(=O)N3CCc4ccccc4C3)O[C@@H](CO)[C@@H]1O2)NC1CCCC1,0.0,-16.9
CO[C@H]1CN(C)C(=O)c2cc(NC(=O)c3cccc(Oc4ccccc4)c3)ccc2OC[C@@H](C)NC[C@H]1C,0.0,-19.6
C[C@H]1CN([C@@H](C)CO)C(=O)c2cc(NC(=O)Nc3cccc4ccccc34)ccc2O[C@H]1CN(C)Cc1ccc(C(F)(F)F)cc1,-0.9,nt
CC(C)NC(=O)Nc1ccc2c(c1)CC(=O)N([C@@H](C)CO)C[C@H](C)[C@@H](CN(C)C(=O)NC1CCCCC1)O2,3.0,nt
C[C@@H]1CCCCO[C@H](CN(C)C(=O)Cc2ccccc2)[C@H](C)CN([C@H](C)CO)C(=O)c2cc(NC(=O)c3ccncc3)ccc2O1,0.8,nt
COc1cccc(S(=O)(=O)Nc2ccc3c(c2)[C@H]2C[C@@H](CC(=O)NCCc4ccccc4)O[C@H](CO)[C@H]2O3)c1,-4.3,-3.0
C[C@@H]1CN([C@H](C)CO)C(=O)c2cc(NS(=O)(=O)c3ccccc3)ccc2O[C@@H](C)CCCCO[C@@H]1CN(C)Cc1ccc2c(c1)OCO2,0.4,nt
O=C(Nc1ccc2c(c1)OCO2)N[C@@H]1CC[C@@H](CCNC(=O)C2CCOCC2)O[C@H]1CO,-0.3,4.4
COC(=O)c1ccc(CSc2nnc3n(N)cnn23)cc1,0.4,-13.4
Cc1ccc(C)c(C(Nc2ccccn2)c2cc(Cl)c3cccnc3c2O)c1 (stereo not drawn),1.3,-35.3
Cc1ccc(S(=O)(=O)N(C)C[C@H]2Oc3c(NC(=O)Nc4ccc(C(F)(F)F)cc4)cccc3C(=O)N([C@@H](C)CO)C[C@@H]2C)cc1,-3.2,nt
C[C@H](CO)N1C[C@H](C)[C@H](CN(C)S(=O)(=O)c2cn(C)cn2)OCCCC[C@H](C)Oc2ccc(NC(=O)Nc3ccccc3)cc2C1=O,-2.6,nt
CC#CC(=O)Nc1ccc2ncnc(Nc3cccc(Br)c3)c2c1,-1.9,nt
CCNC(=O)C[C@H]1C=C[C@H](NC(=O)C2CCC2)[C@@H](CO)O1,-0.7,8.7
O=C(Cc1ccccn1)N[C@H]1CC[C@H](CCn2cc(-c3cccnc3)nn2)O[C@@H]1CO,0.0,29.2
C[C@H](CO)N1C[C@H](C)[C@H](CN(C)S(=O)(=O)c2cccs2)Oc2ccc(NC(=O)Cc3cn(C)c4ccccc34)cc2CC1=O,-16.7,nt
Cc1ccccc1C(C#N)C(CC#N)c1ccccc1 (stereo not drawn),-1.1,20.9
CC(C)NC(=O)N(C)C[C@@H]1OCCCC[C@@H](C)Oc2ccc(NC(=O)CCCN(C)C)cc2C(=O)N([C@H](C)CO)C[C@@H]1C,0.9,-3.1

# An excerpt; the hit share may differ from the screen's.
